# PriA SSB inh – inhibitors of Klebsiella pneumoniae PriA binding to SSB C-terminal tail; AlphaScreen SSBct-PriA binding, biotinylated peptide; inhibition, % at 33 µM; 0.6% of 430,000 active; AID 1272365; in the data active means inhibition mostly above about 37%, no sharp cut-off; inactive means mostly below about 20%;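 further: plate controls were negative control peptide for no effect and reference peptide for full effect; strong numbers were not always called active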
# 3CLpro inhibitor – SARS-CoV 3CLpro protease inhibition | P0C6X7 | recombinant SARS-CoV 3CLpro, quenched FRET peptide cleavage | inhibition, % at 6 µM | 0.14% of 290,000 active | AID 1706; in the data active means inhibition above about 12%
# DUSP3 inh – blocks human VHR1 dual specificity phosphatase; recombinant VHR phosphatase, pNPP absorbance; inhibition, % at 13.3 µM; 0.52% of 290,000 active; AID 1654; in the data active means inhibition above about 50%; further: some compounds called inactive have numbers as strong as hits
# Target sequence (P51452 whole entry, looked up): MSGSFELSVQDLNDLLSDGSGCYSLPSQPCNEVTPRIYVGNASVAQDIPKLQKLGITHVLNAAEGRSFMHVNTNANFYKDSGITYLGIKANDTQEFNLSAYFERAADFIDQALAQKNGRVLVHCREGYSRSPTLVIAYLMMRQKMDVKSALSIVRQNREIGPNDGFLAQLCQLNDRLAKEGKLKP
# Yp Topo-I inh – Y. pestis Topo-I inhibition via cleavage products. Y. pestis Topo-I cleavage product accumulation, plate reader. activity, % at 10 µM. 0.064% of 360,000 active. AID 504884; in the data active means activity above about 50%, passing the limit was not always enough; further: inactives centre near 2
# PrPC TRFRET – reduces human prion protein on the cell surface | 0.43% of 370,000 active | AID 720596 | inhibition, % at 13.8 µM | cell surface PrPC, TR-FRET read-out; in the data active means inhibition above about 24%; further: 0% = median of the test wells and 100% = reference compound wells
# Vc quorum ag – quorum light induction in luxS cqsA deficient V. cholerae; V. cholerae BH1578 lux reporter, luminescence, 6 h; activation, % at 18.7 µM; 0.16% of 350,000 active; in the data active means activation mostly above about 9.7%, no sharp cut-off; further: not every result past the cut was called active; inactives centre near 0; reference of the scale not given here
# CCHF vOTU inh – CCHFV vOTU protease inhibition; Pep-AMC fluorescence; inhibition, % at 11.5 µM; 0.55% of 370,000 active; AID 651958; in the data active means inhibition above about 30%; further: 0% = vehicle wells with enzyme and 100% = no enzyme wells
# MazF activator – activators of E. coli MazEF toxin-antitoxin RNase; P0AE70; FAM/BHQ RNA-DNA oligo cleavage fluorescence, 5 h; activation, % at 20 µM; 0.32% of 350,000 active; in the data active means activation above about 50%
# Target sequence (P0AE70 whole entry, looked up): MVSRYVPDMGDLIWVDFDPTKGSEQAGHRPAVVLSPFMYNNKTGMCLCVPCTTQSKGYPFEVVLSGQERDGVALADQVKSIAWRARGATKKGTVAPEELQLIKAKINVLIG
# TcdB inh – TcdB glycohydrolase inhibition; P18177; TcdB glycohydrolase enzymatic assay, plate reader; inhibition, % at 9.99 µM; 0.24% of 350,000 active; in the data active means inhibition above about 10%
# Rv3671c protease – Rv3671c (M. tuberculosis) protease inhibition; P9WHR9; inhibition, % at 5.96 µM; 0.048% of 320,000 active; in the data active means inhibition above about 38%;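 further: extracellular domain of Rv3671c used as enzyme; 0% = enzyme with DMSO and 100% = no enzyme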
# Target sequence (P9WHR9 whole entry, looked up, the tested form may be a part): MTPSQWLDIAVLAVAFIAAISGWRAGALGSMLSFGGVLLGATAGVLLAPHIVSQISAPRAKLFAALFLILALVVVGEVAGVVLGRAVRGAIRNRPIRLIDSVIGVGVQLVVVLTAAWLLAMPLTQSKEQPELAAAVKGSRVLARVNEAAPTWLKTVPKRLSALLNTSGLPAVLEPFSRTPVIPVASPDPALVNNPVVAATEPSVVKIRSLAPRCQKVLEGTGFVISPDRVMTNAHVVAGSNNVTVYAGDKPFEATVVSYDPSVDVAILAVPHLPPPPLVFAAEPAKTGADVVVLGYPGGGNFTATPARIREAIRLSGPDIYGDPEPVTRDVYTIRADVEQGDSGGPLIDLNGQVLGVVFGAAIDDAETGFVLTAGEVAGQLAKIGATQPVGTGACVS
# * marks the source's active call; other numbers are inactive results; i = inactive; x = no result given. The list is partial, so the mix of outcomes need not match the whole.
SMILES,PriA SSB inh,3CLpro inhibitor,DUSP3 inh,Yp Topo-I inh,PrPC TRFRET,Vc quorum ag,CCHF vOTU inh,MazF activator,TcdB inh,Rv3671c protease
CN(C)C(Cc1ccc(Cl)cc1)C(=O)c1ccccc1 (stereo unspecified),-3,1,0,-5,-6,i,-21,0,x,-3
Cc1cc(-c2nnc(SCC(=O)Nc3ccccc3C)n2N)n[nH]1,2,-8,-9,-3,4,-0.4,10,1,0.5,-3
CCOc1ccc2ccccc2c1C(=O)Nc1cc(=O)n(C)c(=O)n1C,-1,0,35,5,-2,x,-3,8,0.3,-6
O=S1(=O)NC(C2CC2c2ccccc2)CCO1 (stereo unspecified),0,-8,13,-7,-5,0.2,-1,7,1.2,3
CC(O)C1C(=O)OC2(C)CC(C)(C)NC(=S)N12 (stereo unspecified),-4,-3,0,-3,2,3.7,15,7,x,0
COCCCNC(=O)CSc1nc2ccc(N3CCOCC3)cc2c(=O)n1CCc1ccccc1,-7,-3,x,7,-11,-0.7,-2,0,x,-1
Cc1cc(-c2ccc(C)c(S(=O)(=O)NCc3ccc(Br)cc3)c2)on1,-4,2,-7,18,10,i,18,10,0.7,-15
O=S1(=O)CC/C(=N\Nc2ccccc2)c2ccsc21,x,4,7,-14,0,0.4,14,6,3.8,-4
CC(C)c1ccc(NC(=O)CCNS(=O)(=O)c2cccc3nsnc23)cc1,-4,1,29,16,-28,-3.2,3,-6,x,-1
O=C(NNC(=O)C1CC=CCC1)c1ccccc1Br (stereo unspecified),-16,-6,5,2,-5,-0.4,-10,11,0.9,0
CC(=O)OCC(=O)C1(O)CCC2C3CC(C)C4=CC(=O)C=CC4(C)C3(F)C(O)CC21C (stereo unspecified),-5,x,x,3,9,i,-14,13,0.5,x
O=C(NCCCN1CCCC1=O)c1cccc(S(=O)(=O)N2CCN(c3ccc(F)cc3)CC2)c1,5,4,-6,9,7,-0.2,-5,0,-0.8,4
O=C(CN(C(=O)CCC(=O)Nc1ccccn1)c1cccc(F)c1)NCc1ccc(F)cc1,0,-3,-9,24,-3,-0.1,-10,3,0.7,-1
COCCNC(=O)N1[C@H]2CC[C@@H]1C(C(=O)OC)=C(c1ccc(-c3ccccc3)c(F)c1)C2,4,x,x,25,12,i,-1,-1,2.1,5
COc1ccc(Cl)cc1-c1cc(C(=O)NCc2ccc(C(F)(F)F)cc2)[nH]n1,x,x,x,5,3,i,19,x,0.6,x
COc1ccc(/C(C)=N/NC(=O)CNC(=O)Cc2ccccc2)c(OC)c1,x,1,35,-4,6,i,3,-2,-1.0,8
Cc1nc([N+](=O)[O-])cn1CC(=O)c1ccc(Cl)cc1,-11,1,15,6,-9,-1.4,11,4,-1.5,2
CC(C)(C)C1(C)OC(C(=O)NC2CCCCC2)C(C(=O)NC2CCCCC2)O1 (stereo unspecified),2,-4,21,21,3,3.8,6,-3,3.9,0
O=C(c1ccco1)N1CCN(c2ncnc3c2nnn3Cc2ccccc2Cl)CC1,10,3,9,-8,-2,x,7,10,0.3,-6
O=c1[nH]c(/C(Cl)=C/c2cccc(F)c2)nc2cc(C(F)(F)F)ccc12,-11,-5,1,3,-6,-0.4,20,-11,-1.9,2
Cc1nc(-c2ccccc2)nc(Cl)c1Cl,-9,2,17,16,5,-0.2,-8,2,0.0,13
CC(C)c1ccc(NC(=O)C2CCCN(S(=O)(=O)c3cnc[nH]3)C2)cc1 (stereo unspecified),-5,-4,34,1,7,-0.5,-5,-10,-1.3,3
CCC1(CC)Cc2ccccc2-c2nc(-c3ccccc3)oc(=O)c21,-7,-1,-10,17,x,32*,x,-6,x,-7
CCCCC(=O)N/N=C/c1c(O)n(Cc2ccc(F)cc2)c(=O)[nH]c1=O,x,0,12,-3,2,-0.4,8,-28,2.0,9
Cn1c(N/N=C/c2ccccc2)nc2sc3c(c2c1=O)CCC3,x,1,27,-5,0,i,3,10,x,1

# The list continues:
SMILES,PriA SSB inh,3CLpro inhibitor,DUSP3 inh,Yp Topo-I inh,PrPC TRFRET,Vc quorum ag,CCHF vOTU inh,MazF activator,TcdB inh,Rv3671c protease
CC1(C)CC2CC(C)(CN2S(=O)(=O)c2ccc(C(=O)Nc3cc(S(=O)(=O)N4CCOCC4)ccc3Cl)cc2)C1 (stereo unspecified),-13,9,-4,36,3,-1.9,13,-4,x,-39
C=CCC1(CC=C)CCCN1C(=O)c1cc(COc2ccccc2SC)on1,-43,4,12,5,4,-0.3,25,-5,1.2,-4
COCCNC(=O)c1ccc(C)cc1C,-11,1,5,5,-5,-0.3,-19,-6,0.6,8
CCOc1ccccc1OCCCC(=O)Nc1nc2ccccc2[nH]1,-12,1,14,2,2,i,-7,0,0.2,13
Cc1ccc(CNC(=O)C2CCN(C(=O)Nc3ccc(C)cc3)CC2)cc1,-4,2,11,2,3,0.2,-7,-24,1.9,x
Cc1cc(Cl)ccc1OCC(=O)N[C@@H](Cc1ccccc1)c1nc2ccccc2[nH]1,-8,2,18,6,-6,-0.4,7,4,x,-6
CN1CCCN(C(=O)CNC(=O)Cc2ccccc2)CC1,-15,-3,22,0,4,0.0,-15,1,0.1,6
Brc1cc2c(cc1CN1CCN(c3ccccc3)CC1)OCCO2,2,-5,36,12,1,i,2,1,0.1,-4
Cc1cc(C)cc(NC(=O)NCc2ccccn2)c1,-16,6,2,3,-1,-0.4,11,7,-0.1,10
O=C(Nc1cccc(N2C(=O)C=CC2=O)c1)c1cccs1,x,x,x,14,9,-4.0,0,x,1.4,-43
C=CCOC(=O)CSCC(NC(=O)OC(C)(C)C)C(=O)OCC (stereo unspecified),-16,1,16,-1,-2,0.3,14,-2,x,5
O=C(Nc1ccccc1)c1ccccc1O,-5,-1,5,6,0,-0.4,0,-3,x,-3
CCOc1ccc(N2C(=O)c3ccc(C(=O)OCC(=O)N(CC)C4CCS(=O)(=O)C4)cc3C2=O)cc1 (stereo unspecified),-11,-1,15,-12,4,-0.2,7,9,2.6,-1
COc1cc(NS(=O)(=O)c2cn(C)cn2)cc(OC)c1OC,-4,3,1,1,8,-0.2,9,9,0.1,6
CC(C)c1ccc(N(C(=O)c2snc(C(N)=O)c2N)C(C(=O)NC2CCCC2)c2ccncc2)cc1 (stereo unspecified),-8,-5,-4,-4,11,-1.8,10,4,-3.2,-10
CC(C)(CO)NCc1cc(Br)ccc1OCc1ccccc1,-11,6,-2,2,-5,-0.4,2,-6,x,-2
CC(=O)NC(Cc1ccccc1)C(=O)NC1CCN(C(=O)c2cnccn2)CC1 (stereo unspecified),-10,0,-8,7,-8,i,-4,-12,x,4
CCOC(=O)c1[nH]c2ccc(OC)cc2c1NC(=O)c1ccccc1C(=O)O,5,-1,-1,11,-4,1.7,-15,3,0.0,5
Cn1c2ccccc2c(=O)c2c(=O)n(-c3ccccc3)c(-c3ccc(C(C)(C)C)cc3)nc21,-13,1,13,28,-3,-0.4,-4,-9,0.0,2
Fc1cccc(Nc2cc(-n3cccn3)ncn2)c1,-15,-3,9,6,4,-2.8,-4,1,x,1
CC(=O)NC1=NN(C(C)=O)C(C)(c2ccc(C)cc2)S1 (stereo unspecified),-3,-1,-4,-5,-7,0.0,3,-7,1.6,-11
NC(=O)Cn1cc(C(=O)c2ccccc2F)c2ccccc21,-12,1,-16,0,-5,i,-5,3,1.3,2
Clc1ccc(-c2nc(-c3ccccn3)no2)cc1Cl,-10,3,3,-6,5,i,3,-1,x,6
Cc1cc(C)c(S(=O)(=O)NCC(=O)O)cc1C,-2,-4,-16,6,-4,-0.5,3,6,x,3
Cc1nn(C)c(C)c1/C=N/NC(=O)C(C)(C)Oc1ccc(Cl)cc1,x,-2,7,-4,x,i,x,-2,1.0,4

# (cont.)
SMILES,PriA SSB inh,3CLpro inhibitor,DUSP3 inh,Yp Topo-I inh,PrPC TRFRET,Vc quorum ag,CCHF vOTU inh,MazF activator,TcdB inh,Rv3671c protease
CCCN(CCC)C(=O)c1cc2c(=O)n3cccc(C)c3nc2s1,0,0,x,10,-4,i,-46,8,-0.8,0
COc1ccc(/C=C/c2ccc3ccccc3[n+]2C)cc1OC,-20,-1,-1,-14,x,-0.8,x,-60,x,-1
NP(=O)(OCCCc1ccccc1)Oc1ccccc1Cl (stereo unspecified),-2,-6,-3,19,2,i,5,-6,1.0,2
Cc1ccc(Oc2ccc(C(F)(F)F)cc2[N+](=O)[O-])c([N+](=O)[O-])n1,6,5,-12,-1,-7,-0.4,-1,4,0.2,4
COCCOC(=O)c1c(NC(=O)CN2c3ccccc3CC2C)sc(C(N)=O)c1C (stereo unspecified),16,0,10,-13,4,i,22,10,-1.4,-2
O=C(Cn1cnc2cc([N+](=O)[O-])ccc2c1=O)N1CCN(S(=O)(=O)c2ccccc2)CC1,-9,x,x,3,-47,i,9,10,-0.2,-6
CN1C(=O)C(C)(C)c2cc(S(=O)(=O)N3CCCCCC3)ccc21,-2,-5,6,1,-7,-0.2,0,-1,1.0,0
CCN(CC)C(=O)COc1ccc(/C=N/NC(=O)c2cc(-c3ccccc3OC)nc3ccccc23)cc1OC,x,x,x,4,3,-1.3,-5,-16,1.2,-6
CCNc1nc(NCC)nc(N(C)n2cnnc2)n1,-4,-6,19,0,3,-0.3,-5,8,x,-12
COc1ccc(/C(C)=N/NC(=O)CNC(=O)c2ccco2)c(OC)c1,x,-2,11,0,2,-0.2,4,-2,-0.3,-9

# Structural class, the entries above containing a furan ring, fused or not
SMILES,PriA SSB inh,3CLpro inhibitor,DUSP3 inh,Yp Topo-I inh,PrPC TRFRET,Vc quorum ag,CCHF vOTU inh,MazF activator,TcdB inh,Rv3671c protease
O=C(c1ccco1)N1CCN(c2ncnc3c2nnn3Cc2ccccc2Cl)CC1,10,3,9,-8,-2,x,7,10,0.3,-6
COc1ccc(/C(C)=N/NC(=O)CNC(=O)c2ccco2)c(OC)c1,x,-2,11,0,2,-0.2,4,-2,-0.3,-9

# For reference, 7 of the compounds above:
SMILES,PriA SSB inh,3CLpro inhibitor,DUSP3 inh,Yp Topo-I inh,PrPC TRFRET,Vc quorum ag,CCHF vOTU inh,MazF activator,TcdB inh,Rv3671c protease
CN(C)C(Cc1ccc(Cl)cc1)C(=O)c1ccccc1 (stereo unspecified),-3,1,0,-5,-6,i,-21,0,x,-3
Cc1cc(-c2nnc(SCC(=O)Nc3ccccc3C)n2N)n[nH]1,2,-8,-9,-3,4,-0.4,10,1,0.5,-3
CCOc1ccc2ccccc2c1C(=O)Nc1cc(=O)n(C)c(=O)n1C,-1,0,35,5,-2,x,-3,8,0.3,-6
O=S1(=O)NC(C2CC2c2ccccc2)CCO1 (stereo unspecified),0,-8,13,-7,-5,0.2,-1,7,1.2,3
CC(O)C1C(=O)OC2(C)CC(C)(C)NC(=S)N12 (stereo unspecified),-4,-3,0,-3,2,3.7,15,7,x,0
COCCCNC(=O)CSc1nc2ccc(N3CCOCC3)cc2c(=O)n1CCc1ccccc1,-7,-3,x,7,-11,-0.7,-2,0,x,-1
Cc1cc(-c2ccc(C)c(S(=O)(=O)NCc3ccc(Br)cc3)c2)on1,-4,2,-7,18,10,i,18,10,0.7,-15

# Source: PubChem
